# Screening results as filed in PubChem BioAssay.
# Luciferase inh: Firefly luciferase inhibition profiling of diverse chemical library using quantitative high-throughput screening. Potency, µM (titrated, usually from 115 µM), inactives show top-dose activity change, negative = inhibition, usual class: inhibitors. Luciferin 4-monooxygenase (Photinus pyralis), P08659. purified P. pyralis luciferase, luminescence, biochemical. 76,000 tested, 2.5% active; note: potency is the fitted concentration of half-maximal effect; nearly all actives have a fitted effect of over 65% in size
# Target sequence (P08659 whole entry, looked up): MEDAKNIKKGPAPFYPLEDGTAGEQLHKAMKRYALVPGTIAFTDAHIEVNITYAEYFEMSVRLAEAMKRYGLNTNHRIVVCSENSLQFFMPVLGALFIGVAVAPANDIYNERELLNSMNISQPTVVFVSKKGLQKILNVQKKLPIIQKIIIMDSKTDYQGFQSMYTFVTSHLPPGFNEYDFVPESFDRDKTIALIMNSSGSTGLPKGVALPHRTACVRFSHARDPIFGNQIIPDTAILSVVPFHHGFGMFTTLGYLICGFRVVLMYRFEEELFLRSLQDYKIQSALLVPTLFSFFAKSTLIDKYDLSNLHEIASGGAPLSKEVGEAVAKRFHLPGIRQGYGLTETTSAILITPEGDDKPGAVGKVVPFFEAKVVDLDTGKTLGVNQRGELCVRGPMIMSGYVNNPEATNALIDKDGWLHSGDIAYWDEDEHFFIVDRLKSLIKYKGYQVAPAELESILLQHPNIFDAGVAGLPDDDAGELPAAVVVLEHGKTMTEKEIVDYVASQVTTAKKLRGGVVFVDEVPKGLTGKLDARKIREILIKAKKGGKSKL
#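 Luminescence read by CCD imaging after purified firefly luciferase (10nM final) was added to substrate buffer holding 10uM D-luciferin and 10uM ATP, pH 7.5, pre-dosed with compound.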
# SNCA expr inhib: Primary qHTS assay for inhibitors of alpha-synuclein gene (SNCA) expression; HEK-293 SNCA-luciferase knock-in, luminescence, 24 h; Potency, µM (series often up to 57.2 µM), for the others: top-dose activity change, negative = inhibition, most hits filed as inhibitors; 140,000 tested, 0.17% active; AID 1671194, 2021;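 note: potency is the fitted concentration of half-maximal effect; plate controls were DMSO cells for no effect and cell-free wells for full effect; nearly all actives have a fitted effect of over 45% in size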
# 3T3 cytotox: Cytotoxic Profiling in NIH 3T3 Cell Line of Diverse Libraries Using Quantitative High-Throughput Screening; NIH 3T3 viability, CellTiter-Glo ATP luminescence, 48-72 h; Potency, µM (doses to about 96.7 µM), inactives show at the top dose activity change, negative = cytotoxicity, actives largely listed as inhibitors; 94,000 tested, 4.3% active; AID 1345082, 2018; note: potency is the fitted concentration of half-maximal effect; nearly all actives have a fitted effect of over 55% in size
#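 Luminescent ATP readout (CellTiter-Glo, 10 min RT) after 48 or 72 hr compound exposure of NIH 3T3 cells seeded at 400 cells/well in 1536-well format; quantitative HTS.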
# GPT2 inhibitor: Primary qHTS assay for inhibitors of Glutamate pyruvate transaminase 2 (GPT2); Recombinant GPT2, coupled pyruvate oxidase/HRP Amplex Red fluorescence; Alanine aminotransferase 2 (Homo sapiens), Q8TD30; Potency, µM (top dose mostly 57.7 µM), for inactives: at the highest dose activity change, negative = inhibition, actives largely listed as inhibitors; 100,000 tested, 0.25% active; AID 1671188, 2021; note: potency is the fitted concentration of half-maximal effect; nearly all actives have a fitted effect of over 60% in size; many of its hits are not listed in these tables
# Target sequence (Q8TD30 whole entry, looked up): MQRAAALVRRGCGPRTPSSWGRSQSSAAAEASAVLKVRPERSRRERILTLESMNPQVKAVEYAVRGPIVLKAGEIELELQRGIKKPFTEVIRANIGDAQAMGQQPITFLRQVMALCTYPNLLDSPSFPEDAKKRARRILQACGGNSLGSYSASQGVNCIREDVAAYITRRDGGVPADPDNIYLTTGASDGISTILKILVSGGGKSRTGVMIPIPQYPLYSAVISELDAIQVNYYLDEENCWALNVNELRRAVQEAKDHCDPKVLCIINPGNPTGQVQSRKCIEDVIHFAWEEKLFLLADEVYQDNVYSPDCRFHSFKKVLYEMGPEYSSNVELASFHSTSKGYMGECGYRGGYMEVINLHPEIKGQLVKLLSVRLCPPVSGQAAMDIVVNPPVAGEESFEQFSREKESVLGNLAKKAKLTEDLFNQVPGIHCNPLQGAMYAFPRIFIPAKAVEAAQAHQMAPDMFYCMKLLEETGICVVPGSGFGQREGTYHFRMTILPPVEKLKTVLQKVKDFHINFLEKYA
#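 GPT2 10ng/uL, a-KG 250uM, L-Ala 2mM, HEPES pH7.5 + 0.0001% Tween; 30 min RT. Then Amplex mix (PO/HRP/ThPP), 30 min RT dark, fluorescence. AOA 50uM used as positive control.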
# HEK cytotox: Cytotoxic Profiling in HEK 293 Cell Line of Diverse Libraries Using Quantitative High-Throughput Screening | 94,000 tested, 6.6% active | Potency, µM (series often up to 115 µM), for the others: at the top dose activity change, negative = cytotoxicity, actives largely listed as inhibitors | HEK 293 viability, ATP luminescence (CellTiter-Glo), 48-72 h; note: potency is the fitted concentration of half-maximal effect; nearly all actives have a fitted effect of over 60% in size
#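 Read-out: CellTiter-Glo ATP luminescence. Cells: HEK 293, 250 cells/well. Exposure: 48 or 72 hr, 37 degree Celsius.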
# SNCA viab count: GF-AFC viability counterscreen for inhibitors of alpha-synuclein gene (SNCA) expression; HEK-293-SNCA-luc viability, GF-AFC fluorescence, 24 h; Potency, µM (highest dose often 57.1 µM), for the others: at the highest dose activity change, negative = cytotoxicity, actives largely listed as cytotoxic; 150,000 tested, 0.12% active; AID 1671193, 2021;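 note: potency is the fitted concentration of half-maximal effect; 0% = DMSO-treated cells and -100% = medium-only wells without cells; nearly all actives have a fitted effect of over 30% in size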
#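 HEK-293-SNCA-luc cells (1500/well) plated 24 h, then exposed 24 h to a dilution series; GF-AFC added 30 min at 37C, fluorescence 405/540 nm; normalised to medium-only and DMSO wells, Hill fit.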
# IP6K1 inh: Primary qHTS assay for small molecule inhibitors of Inositol hexaphosphate kinase 1 (IP6K1); IP6K1 kinase, ADP-Glo luminescence, 2 h; stronger effect = lower value; activity change, % (series mostly up to about 58 µM); 140,000 tested, 0.81% active; in the data active = activity change below about -25%
#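 ADP-Glo luminescence measures ADP made by human IP6K1 during a 2 h RT reaction with ATP/IP6 (mix at 1.3 mM/130 uM); top library doses 57.5 and 19.1 uM final.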
# Active calls of the source: *; i = inactive; ? = inconclusive; / = no result given; [ ] = dose if it differs, or a comment. Unless noted, calls come from the whole dose curve; as a rule, active = well fitted curve in the direction sought with a large enough effect; inconclusive = small, poorly fitted or top-dose-only effect, or another doubt; inactive = no such curve, though single readings can be large; an effect the other way counts as inactive or inconclusive. Unless noted, % is set by controls: 0 for no effect and ±100 for the full control effect. An excerpt, so the mix of outcomes need not match the whole.
# The opening 10 records (preview)
SMILES,Luciferase inh,SNCA expr inhib,3T3 cytotox,GPT2 inhibitor,HEK cytotox,SNCA viab count,IP6K1 inh
CCN(CC)C(=O)C[C@@H]1c2nc(NC(=O)c3cccc(F)c3)sc2C[C@@H]2[C@](C)(CO)[C@H](O)CC[C@]21C,4%,3%,-13%,-15%,-21%,-14%,8
CC(=O)Nc1cccc(C(=O)N2CCC(n3cc(-c4nc(C(C)C)no4)nn3)C2)c1 (stereo not drawn),10%,2%,-5%,i,-7%,-5%,0
O=C(Cc1ccccc1)Nc1sc2c(c1C(=O)Nc1ccccc1Cl)CCCCC2,/,-23%,/,/,/,3%,-2
CCc1nc2c(=O)n(CC(=O)NCc3ccc(SC)cc3)nc(C)c2s1,-20%,23%,2%,i,8%,-5%,-3
O=C(Nc1cccc(NC(=O)c2ccc(Br)cc2)c1)c1ccccc1,/,17%,/,/,/,-7%,-16
O=C(c1cccnc1)N1CCN(c2nnc3ccc(Cl)cn23)CC1,-12%,-3%,1%,i,i,4%,7
Cc1ccc(CN(Cc2ccco2)C(=O)COc2ccccc2C)cc1,/,-15%,/,/,/,4%,-3
COc1ccc(-n2ncc(-c3c(-c4ccccc4)ncn3CCCO)c2C)cc1,0%,4%,?,-2%[11.5 µM],?,8%,11
CCN1CCN(C(c2ccc(Cl)cc2)c2c(O)cc(C)n(CCOC)c2=O)CC1 (stereo not drawn),/,-12%,/,/,/,4%,8
COc1cccc(-n2nc(C(=O)O)cc2-c2ccc(C3CCCCC3)c(Cl)c2)c1,/,/,/,-5%,/,-15%,-38*

# The whole of this part, from the first entry:
SMILES,Luciferase inh,SNCA expr inhib,3T3 cytotox,GPT2 inhibitor,HEK cytotox,SNCA viab count,IP6K1 inh
CCN(CC)C(=O)C[C@@H]1c2nc(NC(=O)c3cccc(F)c3)sc2C[C@@H]2[C@](C)(CO)[C@H](O)CC[C@]21C,4%,3%,-13%,-15%,-21%,-14%,8
CC(=O)Nc1cccc(C(=O)N2CCC(n3cc(-c4nc(C(C)C)no4)nn3)C2)c1 (stereo not drawn),10%,2%,-5%,i,-7%,-5%,0
O=C(Cc1ccccc1)Nc1sc2c(c1C(=O)Nc1ccccc1Cl)CCCCC2,/,-23%,/,/,/,3%,-2
CCc1nc2c(=O)n(CC(=O)NCc3ccc(SC)cc3)nc(C)c2s1,-20%,23%,2%,i,8%,-5%,-3
O=C(Nc1cccc(NC(=O)c2ccc(Br)cc2)c1)c1ccccc1,/,17%,/,/,/,-7%,-16
O=C(c1cccnc1)N1CCN(c2nnc3ccc(Cl)cn23)CC1,-12%,-3%,1%,i,i,4%,7
Cc1ccc(CN(Cc2ccco2)C(=O)COc2ccccc2C)cc1,/,-15%,/,/,/,4%,-3
COc1ccc(-n2ncc(-c3c(-c4ccccc4)ncn3CCCO)c2C)cc1,0%,4%,?,-2%[11.5 µM],?,8%,11
CCN1CCN(C(c2ccc(Cl)cc2)c2c(O)cc(C)n(CCOC)c2=O)CC1 (stereo not drawn),/,-12%,/,/,/,4%,8
COc1cccc(-n2nc(C(=O)O)cc2-c2ccc(C3CCCCC3)c(Cl)c2)c1,/,/,/,-5%,/,-15%,-38*
CCS(=O)(=O)NCc1cccnc1Oc1cccc(C(F)(F)F)c1,10%,2%,-15%,?,-11%,7%,-3
COc1cccc(CN2CCCCCCNC(=O)[C@@H]3CCC[C@@H]32)c1OC,2%,-3%,-18%,-8%,?,8%,-5
CC1CCN(C(=O)c2cccc(NC(=O)c3nsc4ccccc34)c2)CC1,/,96%[activator],/,/,/,-18%,48
O=C(CCC1CCCN(S(=O)(=O)c2ccccc2)C1)N1CCN(c2ccccn2)CC1 (stereo not drawn),9%,-27%,?,i,45µM*,0%,3
Cc1ccc(Nc2cc(C)nc3nncn23)c(C)c1,/,43%[activator],/,/,/,-1%,-4
O=C(c1ccccc1)N1CCC(C(=O)N2CCC(Cc3nc(-c4ccc(F)cc4)no3)CC2)CC1,4%,?,?,-1%,?,?,-3
CCCCN1CCN(C(=O)c2cnc(-c3ccccc3)nc2-c2ccncc2)CC1,4%,-22%,-1%,5%,-4%,-6%,15
O=C(C1CCOCC1)N1CCC(Oc2cccnc2)C1 (stereo not drawn),15%,1%,i,i,6%,2%,5
CCOc1ccc(NC(=O)C2=C(C)C(=O)OC23CCC(C)CC3)cc1 (stereo not drawn),/,-2%,/,/,/,-1%,-2
Cc1ccc2cc(CN3CCN(CC(N)=O)CC3)c(-c3cccs3)nc2c1,13µM*,111%[activator],-27%,-2%,-24%,-9%,7
Cc1ccc(/C=C/c2onc(C)c2S(=O)(=O)N2CCC(C(=O)Nc3cc(F)ccc3F)CC2)cc1,/,17%,/,/,/,-8%,17
CCc1cc(=O)n(CC(=O)Nc2cc(OC)c(OC)c(OC)c2)c(-c2ccccc2)n1,6%,?,?,-7%,45µM*,?,-3
COC[C@H]1CCCN1C(=O)C[C@@H]1O[C@H](CNC(=O)c2ccc(C)cc2)[C@@H](O)[C@H]1O,0%[172 µM],-13%[87.6 µM],-13%[174 µM],-2%[88.5 µM],3%[172 µM],7%[87.6 µM],8
Cc1ccc(Oc2nc3c(c(=O)n(Cc4ccccc4)c(=O)n3C)n2C)cc1C,/,-13%,/,/,/,-8%,13
O=C(O)Cn1nnc(-c2ccc(OCc3cccc(C(F)(F)F)c3)cc2)n1,/,6%,/,/,/,1%,-30*
O=C(Nc1cc(F)ccc1F)c1cnn2c(C(F)F)cc(-c3ccccc3)nc12,/,22%,/,/,/,6%,-3
COc1ccc(-c2nc3c(c(=O)[nH]2)CCN(C(=O)Nc2cc(F)cc(F)c2)C3)cc1,8%,?,i,i,18%,3%,0
O=C(c1ccc[nH]1)N1CCC(n2cc(-c3nc(-c4ccccc4)no3)nn2)CC1,?,52%[activator],?,i,?,-7%,0
COC(=O)c1scc(-c2ccc(C)cc2)c1S(=O)(=O)Nc1cc(Cl)ccc1C,/,-27%,/,/,/,-7%,4
O=C(NCc1cc2n(n1)CCN(C1CCCCC1)C2)c1cnn2ccccc12,-14%,-20%,?,3%,?,-4%,-1
COc1ccccc1C(=O)N1CCC(C(=O)N2CCC(c3ccccc3)CC2)CC1,/,6%,?,3%,?,5%,20
COCCNC(=O)[C@H]1C[C@H](Oc2ccccc2)CN1C(=O)CC(C)C,0%,-14%,?,i,?,-1%,8
O=C(Nc1ccc(Br)cc1)C1CCCN(S(=O)(=O)c2ccc(Br)s2)C1 (stereo not drawn),/,-24%,/,/,/,1%,-25
CCOc1ccccc1CNc1nc2nc(C)cc(C)n2n1,/,9%,/,/,/,2%,12
Cc1ccc(CNC(=O)c2ccc3c(c2)CNCCO3)cc1,6%,55%[activator],-12%,i,-18%,-2%,19
COc1ccccc1C(=O)NC1CCN(C(=O)c2ccc(-c3ccccc3OC)cc2)CC1,/,11%,?,i,?,-7%[12.5 µM],-1
Cc1ccc(CN2C(=O)[C@@H]3C[C@@H](O)CN3C3(CN(C4CCOCC4)C3)C2=O)o1,-2%[172 µM],-18%[87.6 µM],0%[174 µM],i,i,6%[87.6 µM],-10
O=C1NCC(c2ccc(Cl)cc2)Cc2[nH]c(-c3ccc(O)cc3)nc21 (stereo not drawn),-24%,-11%,?,-9%,?,?,1
COCC1CN(Cc2ccc(F)c(F)c2)CC12CCNCC2 (stereo not drawn),2%,?,-29%,-18%,?,-17%,19
Cc1ccc(F)c(S(=O)(=O)NC[C@@H]2CCNC[C@H]2O)c1,0%,24%,-2%,-7%,-29%,-1%,-6
CCOc1ccccc1C(=O)N1CCC2(CC1)N=C(c1cccc(Br)c1)NO2,11%,-4%,?,i,?,-5%,9
Cn1nc(CN2CCN(c3ccncc3)CC2)c2c(Cl)cccc21,-1%,-14%,-19%,?,?,4%,10
CCc1ccc(C2Sc3ccccc3NC3=C2C(=O)c2ccccc23)cc1 (stereo not drawn),/,-24%,/,/,/,?,-7
COCCn1c(Cn2ccc3ccccc32)nnc1C1CC(N)C1 (stereo not drawn),-6%,?,-1%,i,i,1%,14
Cc1nn2c(=O)cc(COC(=O)c3ccccc3NC(=O)COc3ccccc3C)nc2s1,/,32%[activator],/,/,/,2%,10
CCOCCCNC(=O)C(c1ccccc1)N(Cc1cccs1)C(=O)c1ccc(NC(C)=O)cc1 (stereo not drawn),/,14%,/,/,/,?,10
CC(=O)c1ccc(NS(=O)(=O)c2ccc3[nH]c4c(c3c2)CCCCCC4)cc1,/,2%,/,/,/,-10%,-9
CCOC(=O)c1cccc(NC(=O)N2CC[C@@H](CC(=O)N(C)CC#N)[C@@H](CC)C2)c1,-10%[172 µM],26%[87.6 µM],-28%[174 µM],0%[88.5 µM],?,4%[87.6 µM],-7
O=C(Cc1cccc(F)c1)N1CCC(c2n[nH]c(=O)n2Cc2ccc(F)cc2)CC1,-5%,5%,?,i,-5%,-10%,-11
COC1CCCN(c2cc(-c3ccsc3)nc3c(C)noc23)C1 (stereo not drawn),3%[172 µM],6%[87.6 µM],?,?,?,-15%[87.6 µM],-8
# Other compounds
SMILES,Luciferase inh,SNCA expr inhib,3T3 cytotox,GPT2 inhibitor,HEK cytotox,SNCA viab count,IP6K1 inh
Cc1cnc(CCNC(=O)c2cccs2)n1CC1CC1,4%,3%,-4%,i,-1%,2%,0
COCCC(=O)N1CCCn2cc(-c3cccc(C#N)c3)nc21,-19%,56%[activator],5%,i,?,8%,11
COc1ccc(S(=O)(=O)N2CC(F)(F)C[C@H]2c2nc(C)no2)cc1,-5%,-22%,i,i,i,?,3
CCCCC1CCC(C(=O)N2CC(=O)Nc3ccc(Cl)cc3C2c2ccc(F)cc2)CC1 (stereo not drawn),/,32%[activator],/,/,/,-12%,-6
COc1ccc(C(=O)N2C[C@@H](C(N)=O)[C@H](C3CCN(C)CC3)C2)cc1,3%,29%,-1%,i,i,6%[12.5 µM],-9
O=C1CC2(CCN(CC3CC3)CC2)Oc2cc(Cl)ccc21,3.2µM*,60%[activator][87.6 µM],-12%[138 µM],i,?,-6%[87.6 µM],0
COc1ccc(-n2ncc3c2ncn2nc(-c4ccc(Cl)cc4Cl)nc32)cc1,/,29%,/,/,/,6%,-4
CCN1C(=O)C(CC(=O)NC(C)c2ccccc2)Sc2ncccc21 (stereo not drawn),5%,3%,-6%,-2%,?,2%,0
